Assay outcomes as filed in PubChem BioAssay.
PvdQ inh: P. aeruginosa PvdQ acylase inhibition; purified PvdQ acylase, fluorescence plate reader; inhibition, % at 10 µM; AID 488965; hit rate 0.063% among 340,000; in the data active = inhibition above about 30%, passing the limit was not always enough; inconclusive = no clear call, values can overlap the other calls;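 note: 0% = vehicle neutral wells and 100% = reference inhibitor wells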
PfHsp90 set2: growth inhibition of yeast expressing Plasmodium Hsp90. S. cerevisiae expressing PfHsp90, BacTiter-Glo ATP, 48 h; yeast lacking PDR1 and PDR3 efflux regulators. inhibition, % at 9.4 µM. hit rate 0.32% among 310,000;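 active = every replicate shows inhibition above about 80%, whatever the replicate mean, limit read from the data; inconclusive = mean inhibition reaches the set limit but some replicate falls short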;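 note: 0% = DMSO neutral controls and 100% = 20 µM radicicol positive controls; yeast relying on Plasmodium falciparum Hsp90 in place of its own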
SR-BI uptake up: enhances SR-BI lipid uptake from DiI-HDL. activation, % at 12.5 µM. hit rate 0.096% among 320,000. CHO ldlA[mSR-BI] cells, DiI-HDL uptake fluorescence, 3 h; 100 = double the neutral-control signal;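 active = mean replicate activation of at least 60% and every replicate at or above 60%; inconclusive = mean or all-replicate condition met, but not both; inactive = mean below 60% and not all replicates reaching 60%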;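 note: 0% = median plate neutral-control signal and 100% = twice that signal; values of inactives mirror those of a sister screen read the other way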
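Test system: SR-BI-overexpressing, LDLR-lacking CHO cells; Also added: labelled HDL, 10 µg/mL; Measured by: bottom-read cell fluorescence after medium removal, ex 550/em 595 nm; Timing: 3 h uptake period with compound, 37 °C; Buffer or medium: F12, 0.5% BSA, 25 mM HEPES; Doses: single compound concentration, delivered by pin transfer.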
CAL PDZ FP-1: CAL PDZ (human) peptide binding inhibition; Q9HD26; purified CAL PDZ, TMR-peptide fluorescence polarization, 1 h; inhibition, % at 24.9 µM; hit rate 0.92% among 300,000; AID 602252;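 active = mean inhibition of at least 30% with at least half of replicates also reaching 30%; inconclusive = no clear call, values can overlap the other calls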;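 note: 0% = DMSO neutral control and 100% = excess unlabeled competitor peptide PRC23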
NSD2 HMT inh: NSD2 (human) methyltransferase inhibition | hit rate 0.54% among 310,000 | AID 743445 | inhibition, % at 12.5 µM | NSD2 peptide methylation, AlphaScreen, 120 min; in the data active = inhibition above about 50%
MITF TRPM1 HTS: MITF TRPM1 promoter activation in melanoma cells; SK-MEL-5 TRPM1-promoter luciferase, 24 h; % of positive control, neutral wells = 0; activation, % at 12.5 µM; hit rate 0.75% among 300,000; AID 588334;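 active = mean activation of at least 80% with every replicate also reaching 80%; inconclusive = mean reaches 80% but some replicate falls short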;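 note: 0% = neutral control wells and 100% = parthenolide positive control wells; values of inactives mirror those of a sister screen read the other way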
Rtt109 Vps75: blocks Candida albicans Rtt109/Vps75 acetyltransferase activity | hit rate 0.16% among 330,000 | AID 540336 | purified Rtt109/Vps75, ThioGlo CoA-SH fluorescence, 4 h | inhibition, % at 34.9 µM | Q5AAJ8;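 active = inhibition of at least 50% in every replicate; inconclusive = best replicate reaches 50% inhibition but some replicates fall short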
Target sequence (Q5AAJ8 whole entry, looked up): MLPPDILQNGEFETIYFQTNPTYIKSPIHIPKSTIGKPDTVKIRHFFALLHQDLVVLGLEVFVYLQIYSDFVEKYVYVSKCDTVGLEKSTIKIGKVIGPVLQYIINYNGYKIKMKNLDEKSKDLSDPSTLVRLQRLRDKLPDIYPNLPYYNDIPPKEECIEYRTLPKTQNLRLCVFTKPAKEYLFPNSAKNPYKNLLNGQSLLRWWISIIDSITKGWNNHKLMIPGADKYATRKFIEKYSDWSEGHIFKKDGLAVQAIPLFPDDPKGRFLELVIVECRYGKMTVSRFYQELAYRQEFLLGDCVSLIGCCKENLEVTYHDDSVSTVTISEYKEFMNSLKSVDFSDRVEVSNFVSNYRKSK
CAL PDZ FP-2: inhibitors of human CAL PDZ peptide binding; Q9HD26; purified CAL PDZ, TMR-peptide fluorescence polarization, 1 h; inhibition, % at 20 µM; hit rate 0.02% among 330,000; AID 504414;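 active = highest replicate inhibition of at least 40%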;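 note: plate controls were DMSO neutral control wells for no effect and unlabeled competitor peptide control wells for full effect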
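Material: tagged CAL PDZ protein CerCALP, purified; buffer or medium: sodium phosphate/NaCl buffer pH 7.4 with TCEP, IgG, Thesit; also added: fluorescent TMR peptide probe; schedule: 1 h incubation at room temperature before polarization reading; technique: fluorescence polarization from S- and P-plane intensities, G-factor corrected; control set: unlabelled peptide and DMSO controls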
dFosB activator: enhances mouse delta FosB homodimer DNA binding. purified delta FosB, TAMRA-CDK5 oligo fluorescence polarization; percent of positive-control signal above neutral wells. P13346. activation, % at 25 µM. hit rate 0.99% among 340,000;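 active = mean activation above about 17%, with every replicate also reaching it, limit read from the data, passing the limit was not always enough; inconclusive = only one of the two conditions met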;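 note: fluorescence polarization rise as delta FosB binds a TAMRA Cdk5 AP-1 oligo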
Target sequence (P13346 whole entry, looked up): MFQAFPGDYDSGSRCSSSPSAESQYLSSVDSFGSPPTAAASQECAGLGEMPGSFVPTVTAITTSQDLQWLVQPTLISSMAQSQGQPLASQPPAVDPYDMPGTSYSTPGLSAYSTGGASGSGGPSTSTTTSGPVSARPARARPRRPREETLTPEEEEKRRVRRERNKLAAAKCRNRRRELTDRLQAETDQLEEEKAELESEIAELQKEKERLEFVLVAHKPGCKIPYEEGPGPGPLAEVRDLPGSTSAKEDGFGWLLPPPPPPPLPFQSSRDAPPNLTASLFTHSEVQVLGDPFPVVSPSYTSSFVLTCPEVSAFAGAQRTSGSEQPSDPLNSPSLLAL
SR-BI HDL uptake: mouse SR-BI HDL lipid transfer inhibition; ldlA[mSR-BI] CHO cells, DiI-HDL uptake fluorescence, 3 h; Q61009; inhibition, % at 12.5 µM; hit rate 0.96% among 320,000; AID 488896;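 active = mean replicate inhibition of at least 70% and a set share of replicates each scoring 70 or more; inconclusive = meets just one of the two criteria; inactive = fails both criteria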;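 note: 0% = median of neutral control wells and 100% = median of positive control wells; values of inactives mirror those of a sister screen read the other way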
Starred values were filed as active, the others as inactive; u = inconclusive; x = no result given.

SMILES	PvdQ inh	PfHsp90 set2	SR-BI uptake up	CAL PDZ FP-1	NSD2 HMT inh	MITF TRPM1 HTS	Rtt109 Vps75	CAL PDZ FP-2	dFosB activator	SR-BI HDL uptake
O=C(Nc1nnc(CCc2ccccc2)s1)C1CCCO1 (stereo unspecified)	-10	8	1	32*	2	x	-1	-1.9	-5	-1
COc1ccc(/C=C/C(=O)Nc2ccc(-n3nncc3-c3ccccc3)cc2)cc1OC	-15	0	-64	-3	-2	-11	-4	-2.3	-3	64
Cc1ccc(NC(=O)CSc2nc3ccc(Nc4nc(N5CCOCC5)nc(N5CCOCC5)n4)cc3s2)cc1	0	-30	-22	1	2	-44	3	-2.0	u	22
COc1ccc(C(=O)C(C)OC(=O)c2sc(C)nc2C)cc1 (stereo unspecified)	-2	7	-2	7	-3	15	-2	-0.3	-8	2
O=C(Nc1nc2ccccc2[nH]1)C1CC1	-10	-9	6	-5	-1	9	-11	-0.5	5	-6
N#CC1(c2ccccc2)CCCN1C(=O)c1ccc(Br)o1 (stereo unspecified)	-2	20	-11	-2	0	-8	x	-1.0	0	11
CNC(=O)NC(=O)COc1c(F)c(F)cc(F)c1F	9	-26	x	-1	0	5	16	-2.3	5	x
CC(C)c1ccc(N2C=Nc3ccc(C(C)C)cc3C2)cc1	-2	4	-21	x	-5	36	-10	-0.4	-6	21
CCSc1nnc(NC(=O)C2Cc3ccccc3CN2S(=O)(=O)CC)s1 (stereo unspecified)	-14	-3	18	1	3	41	15	-0.8	-3	-18
CC(C)(C)C(=O)NC(=S)Nc1ccccc1C(=O)NC1CCCCC1	-9	11	x	-3	-1	4	3	-2.1	-9	x
CN(CC(=O)Nc1ccccc1Cl)C(=O)c1ccc(N2CCCCCC2)c([N+](=O)[O-])c1	-10	9	-32	-1	7	-8	-6	0.3	-12	32
COC(=O)c1cn(CCOc2ccccc2OC)c2ccccc12	-10	-7	-15	-1	-1	-11	2	-1.5	-7	15
COc1ccccc1CC(=O)Nc1sc2c(c1C(N)=O)CCCC2	9	-13	x	-5	3	-17	11	-1.8	-10	x
Cc1noc(C)c1CSCC(=O)Nc1ccc(OC(F)F)c(Cl)c1	-14	24	-4	-2	0	9	0	-2.5	-10	4
COCCNC(=O)C(c1ccc(OC)cc1)N(Cc1ccco1)C(=O)CCC(=O)Nc1ccccn1 (stereo unspecified)	-8	1	x	-5	-1	4	2	6.2	-6	x
O=C(O)CCN1CCOCC1	-16	-1	10	-3	0	9	-2	-0.3	1	-10
Cc1noc(C)c1COc1ccccc1C(=O)N(C)Cc1ccc(F)cc1	-16	x	17	-1	-3	-8	2	-2.7	-6	-17
O=C(Nc1ccc(Cl)cc1)/C(=C/c1cccc(O)c1)c1nc2ccccc2s1	14	13	-16	-1	-2	-92	-5	-2.2	7	16
O=C(CCC(=O)N1CCCCC1)Nc1ccc(Cl)c(Cl)c1	1	0	11	6	-2	9	-1	-1.5	-10	-11
Cc1ccc(C(=O)COC(=O)CCc2nc3ccccc3[nH]c2=O)cc1C	7	-4	14	-1	-2	x	-4	-0.9	2	-14
COc1ccccc1NC(=O)C1CCCN(S(=O)(=O)c2cnc[nH]2)C1 (stereo unspecified)	-21	2	-9	x	x	9	10	-0.1	-4	9
CCC(C)Sc1cccc(-c2nc3ccc(C)cn3c2NC2CCCCC2)c1 (stereo unspecified)	-21	10	-43	-3	1	-3	-4	0.5	-16	43
Cc1ccc(NC(=O)CNCc2ccccc2Cl)cc1S(=O)(=O)N(C)C	-7	-6	-42	-2	-3	11	-4	1.2	-18	42
CC(NC(=O)c1cccnc1)C(=O)O (stereo unspecified)	1	11	21	3	-3	0	4	-0.6	4	-6
CCCn1c(=O)c(C(=O)Nc2ncccc2O)c(O)c2ccccc21	-15	-12	3	-3	3	7	1	-0.5	-1	-3
COCCN(C(=O)CSc1nnc(-c2ccccc2C)n1C)c1c(N)n(Cc2ccccc2)c(=O)[nH]c1=O	0	9	-10	-1	-2	7	2	3.6	-7	10

Entries shown so far with sulfur:
SMILES	PvdQ inh	PfHsp90 set2	SR-BI uptake up	CAL PDZ FP-1	NSD2 HMT inh	MITF TRPM1 HTS	Rtt109 Vps75	CAL PDZ FP-2	dFosB activator	SR-BI HDL uptake
O=C(Nc1nnc(CCc2ccccc2)s1)C1CCCO1 (stereo unspecified)	-10	8	1	32*	2	x	-1	-1.9	-5	-1
Cc1ccc(NC(=O)CSc2nc3ccc(Nc4nc(N5CCOCC5)nc(N5CCOCC5)n4)cc3s2)cc1	0	-30	-22	1	2	-44	3	-2.0	u	22
COc1ccc(C(=O)C(C)OC(=O)c2sc(C)nc2C)cc1 (stereo unspecified)	-2	7	-2	7	-3	15	-2	-0.3	-8	2
CCSc1nnc(NC(=O)C2Cc3ccccc3CN2S(=O)(=O)CC)s1 (stereo unspecified)	-14	-3	18	1	3	41	15	-0.8	-3	-18
CC(C)(C)C(=O)NC(=S)Nc1ccccc1C(=O)NC1CCCCC1	-9	11	x	-3	-1	4	3	-2.1	-9	x
COc1ccccc1CC(=O)Nc1sc2c(c1C(N)=O)CCCC2	9	-13	x	-5	3	-17	11	-1.8	-10	x
Cc1noc(C)c1CSCC(=O)Nc1ccc(OC(F)F)c(Cl)c1	-14	24	-4	-2	0	9	0	-2.5	-10	4
O=C(Nc1ccc(Cl)cc1)/C(=C/c1cccc(O)c1)c1nc2ccccc2s1	14	13	-16	-1	-2	-92	-5	-2.2	7	16
COc1ccccc1NC(=O)C1CCCN(S(=O)(=O)c2cnc[nH]2)C1 (stereo unspecified)	-21	2	-9	x	x	9	10	-0.1	-4	9
CCC(C)Sc1cccc(-c2nc3ccc(C)cn3c2NC2CCCCC2)c1 (stereo unspecified)	-21	10	-43	-3	1	-3	-4	0.5	-16	43
Cc1ccc(NC(=O)CNCc2ccccc2Cl)cc1S(=O)(=O)N(C)C	-7	-6	-42	-2	-3	11	-4	1.2	-18	42
COCCN(C(=O)CSc1nnc(-c2ccccc2C)n1C)c1c(N)n(Cc2ccccc2)c(=O)[nH]c1=O	0	9	-10	-1	-2	7	2	3.6	-7	10

3 compounds out of the list above, ordered by their value in MITF TRPM1 HTS, ascending:
Molecule	PvdQ inh	SR-BI uptake up	CAL PDZ FP-1	NSD2 HMT inh	MITF TRPM1 HTS	Rtt109 Vps75	CAL PDZ FP-2	dFosB activator	SR-BI HDL uptake
CCC(C)Sc1cccc(-c2nc3ccc(C)cn3c2NC2CCCCC2)c1 (stereo unspecified)	-21	-43	-3	1	-3	-4	0.5	-16	43
CC(NC(=O)c1cccnc1)C(=O)O (stereo unspecified)	1	21	3	-3	0	4	-0.6	4	-6
COc1ccccc1NC(=O)C1CCCN(S(=O)(=O)c2cnc[nH]2)C1 (stereo unspecified)	-21	-9	x	x	9	10	-0.1	-4	9
